Compound activity: PubChem BioAssay, several laboratories
HEK293 NOD2/NF-kB: NOD2 signaling inhibitors, cell-based, luminescence, uHTS, HEK293 (AID 1566); HEK293 NOD2/NF-kB luciferase reporter, luminescence; higher % means a stronger effect; one-dose inhibition, % at 4 µM; EC50 in µM for titrated hits; 290,000 tested, 0.63% active; note: many of its hits are not listed in these tables
NOD1 inhibition: NOD1 signaling inhibitors, primary screen, cell-based, luminescence, uHTS (AID 1578). NOD1-driven NF-kB luciferase reporter cells, luminescence; higher % means a stronger effect. one-dose inhibition, % at 4 µM; EC50 in µM for titrated hits. 290,000 tested, 1% active; in the data active = inhibition mostly above about 36%, no sharp cut-off; inactive = mostly below about 34%;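 note: HEK-293T reporter cells stimulated with the NOD1 agonist gamma-tri-DAP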
HIV fusion peptide: cell-free HIV fusion peptide-binding blockers – biochemical, uHTS, fluorescence dequenching, primary screen (AID 1986); cell-free peptide binding, fluorescence dequenching, 30 min; higher % means a stronger effect; inhibition, % at 20 µM; hits with a dose series show IC50 in µM; 290,000 tested, 0.3% active; in the data active = inhibition mostly above about 52%, no sharp cut-off; inactive = mostly below about 76%; note: some results filed as inactive read as strong as hits
KOR beta-arrestin-1: KOR agonists, beta-arrestin recruitment, primary screen, cell-based, luminescence, uHTS (AID 1777). activation, % at 10 µM; hits with a dose series show EC50 in µM. KOR beta-arrestin recruitment, luminescence; higher % means a stronger effect. 280,000 tested, 0.02% active; in the data active = activation above about 50%, passing the limit was not always enough; note: a part of the inactive calls stands beside numbers as strong as those of hits
KOR beta-arrestin-2: kappa opioid receptor blockers – cell-based, luminescence, uHTS (AID 1778). 290,000 tested, 0.091% active. KOR beta-arrestin recruitment, luminescence, antagonist mode; higher % means a stronger effect. inhibition, % at 10 µM, or IC50 in µM where a hit was titrated; note: strong numbers were not always called active
PhoP inhibition: inhibitors of PhoP regulon expression, primary screen, Salmonella Typhimurium, GFP reporter (AID 1863); inhibition, % at 50 µM, or IC50 in µM where a hit was titrated; 300,000 tested, 0.16% active; S. Typhimurium PhoP-regulated promoter GFP reporter, 4 h; higher % means a stronger effect;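 active = inhibition over 29.93%, a cutoff 3 SD above the screen mean, later confirmed by dose response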;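 note: 0% = low Mg2+ inducing control and 100% = high Mg2+ repressing control; strong numbers were not always called active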
LYP phosphatase: inhibitors of LYP phosphatase, biochemical, fluorescence intensity, uHTS (AID 1779). recombinant LYP phosphatase, fluorescence intensity; higher % means a stronger effect. inhibition, % at 11.5 µM; hits with a dose series show IC50 in µM. 290,000 tested, 0.054% active;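 note: plate controls were vehicle with enzyme for no effect and no enzyme for full effect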
SIAH1 antagonists: blockers of Siah-1 interaction with plectin peptide – biochemical, fluorescence polarization, rhodamine-plectin, uHTS, primary screen (AID 1817); Siah-1 / rhodamine-plectin peptide fluorescence polarization; higher % means a stronger effect; displacement, % at 20 µM; hits with a dose series show IC50 in µM; 290,000 tested, 0.02% active;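 active = displacement of at least 50% at 20 µM, with a fluorescence ratio check between 0.3 and a set limit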;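 note: plate controls were Siah plus tracer with DMSO for no effect and tracer alone without Siah for full effect; strong numbers were not always called active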
Myeloid diff 2: myeloid differentiation induction; ER-HoxA9 myeloid progenitors, lysozyme-GFP differentiation, flow cytometry; calls only at 10 µM; 360,000 tested, 1% active;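 active = normalized GFP-positive differentiation at or above the plate's own cutoff, the solvent-only control mean plus 3 SD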;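 note: cells exposed to compound for four days before flow analysis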
Myeloid diff 2 GFP+ MAC1+ %: recorded beside Myeloid diff 2, whose call it bears; GFP+ MAC1+ double positive, %; measured here: differentiation confirmed by MAC1 staining
Starred values were filed as active, the others as inactive; i = inactive; · = not tested or not shown; & = joins results of further samples; [ ] = another dose, or the depositor's remark. Cut-off read from the data, not from the text of the source, unless noted: active = inhibition above about 50%; inactive = the rest. These rows are one share of the data; the hit share may differ from the screen's.

structure | KOR beta-arrestin-1 | KOR beta-arrestin-2 | SIAH1 antagonists | PhoP inhibition | NOD1 inhibition | Myeloid diff 2 GFP+ MAC1+ % | Myeloid diff 2 | HIV fusion peptide | LYP phosphatase | HEK293 NOD2/NF-kB
Cc1cccc(C(=O)Nc2ccc(C(=O)N/N=C/c3cccnc3)cc2)c1 | -1.6% | -11% | 1% | 3% | -40% | 0.7 | i | 0.8% | -9% | 0%
CC1CCN(C(=O)CN(c2cccc(F)c2)S(C)(=O)=O)CC1 | -0.3% | 15%[20 µM] | -5% | · | -24% | 0.2 | i | 0.0% | -5% | -12%
CCN1C(=O)C2C(c3ccc(O)c(OC)c3)NC(C)(C(=O)OC)C2C1=O (stereo not drawn) | 7.4% | -5% | -1% | 4% | -28% | 0.5 | i | -0.4% | -13% | -30%
CCC(=O)Nc1cccc(-n2nnnc2SCC(=O)c2ccc(C)c(C)c2)c1 | -3.9% | 13% | 10% | 17% | -8% | 0.1 | i | -2.1% | 6% | -10%
Cc1ccc2cc3c(NC(=O)CC(C)C)nn(C)c3nc2c1 | 3.6% | -15% | 2% | 25% | -26% | 1.0 | i | -3.7% | -6% | 6%
Cc1cc(=O)[nH]c2c1c(=O)[nH]n2C1CC(C)N(C)CC1C (stereo not drawn) | -5.5% | 5% | 1% | -2% | 11% | 0.4 | i | -1.9% | -9% | 11%
O=S1(=O)C=C(SCCN2CCCC2)c2ccccc21 | 2.2% | 14% | 1% | 4% | -10% | 0.6 | i | 1.0% | 1% | -1%
Cc1ccnn2c(-c3ccccc3)c3c(=O)n(C)c(=O)n(C)c3c12 | 5.3% | -69% | 0% | 1% | -19% | · | · | 2.6% | -3% | -6%
CN1C(=O)c2c(sc3c2CC(C)(C)SC3)N2CCN=C12 | 7.6% | -6% | -3% | · | 19% | 0.6 | i | -0.2% | -8% | 3%
CC1Cc2nc(SCC(=O)Nc3ccc4c(c3)OCO4)n(CCc3ccccc3)c(=O)c2S1 (stereo not drawn) | -1.8% | -1% | -2% | -1% | 24% | 1.6 | i | -2.7% | 9% | -28%
CC(C)C[C@H]1CN=C(Nc2ccccc2)N1CC1CCC1 | -3.2% | -26%[20 µM] | 6% | 8% | -24% | 1.3 | i | -0.2% | -7% | 10%
C(=C\c1ccccc1)/C=N/n1cnnc1 | -6.6% | -24% | -2% | -1% | -22% | 1.8 | i | 2.5% | 4% | 20%
Cc1cc(NS(=O)(=O)c2ccc(NC(=O)C(C)Oc3ccc(Cl)cc3)cc2)no1 (stereo not drawn) | 1.9% | 1% | -3% | 2% | 7% | 1.1 | i | 9.1% | -4% | -1%
C/C(N)=C(/C#N)C(=O)COC(=O)c1cc2c(s1)CCC(C)C2 (stereo not drawn) | -6.1% | 8% | 7% | 1% | -39% | 0.5 | i | 1.3% | -6% | 20%
Cc1cc(=O)[nH]c(SCCOc2ccc(OC(C)C)cc2)n1 | 0.0% | -29% | -5% | 24% | -19% | 0.9 | i | 2.7% | -6% | -47%
CC1CCC(N2CC(=O)N(Cc3ccc4c(c3)OCO4)C(c3ccc(F)cc3)C2=O)CC1 (stereo not drawn) | -2.4% | 6% | 1% | 8% | -16% | 5.4 | i | -2.4% | 3% | -20%
CCSc1nnc2n(N)c(=O)c3ccccc3n12 | -0.7% | 13% | 2% | 2% | 0% | · | · | 1.2% | -7% | 2%
O=C(NCCOC(=O)c1ccc(Cl)cc1)c1cccnc1 | -5.4% | -14% | 3% | -1% | 4% | 6.3 | i | -0.2% | -8% | 10%
COc1ccc(-c2csc(NC(=O)CSc3nnc(Nc4ccccc4C)s3)n2)cc1 | -1.4% | -11%[20 µM] | 9% | -8% | -32% | 0.1 | i | 1.4% | 1% | 3%
CCC(C)NC(=O)CCn1c(-c2ccccc2)cc(C(C)=O)c1C (stereo not drawn) | 2.8% | 11% | 5% | 5% | -1% | 0.6 | i | 1.1% | -2% | 13%
Cc1ccc(C(=O)NC(=O)OCCn2c(C)cnc2[N+](=O)[O-])cc1 | -1.8% | 6% | -3% | 17% | -8% | 0.6 | i | -0.6% | -2% | 16%
Cc1ccc(C)c(NC(=O)Cn2nnc(-c3ccc(N4CCOCC4)cc3)n2)c1 | -1.4% | 1% | -2% | -2% | -58% | 0.9 | i | -1.0% | -7% | -21%
O=C(OCC(=O)N1c2ccccc2Sc2ccccc21)c1ccc[n+]([O-])c1 | -4.1% | 5% | 0% | -2% | -20% | 0.4 | i | 1.6% | -7% | 10%
Cc1cccc(C(=O)/C=C2/c3ccccc3CC(C)(C)N2C)c1 | -5.4% | 19% | 0% | -1% | -40% | 3.4 | i | -1.9% | -11% | 6%
CCOC(=O)C(Cc1ccccc1)NC(=O)Cn1nnc(-c2ccccc2)n1 (stereo not drawn) | -0.5% | 31% | 3% | 11% | 69% | 0.6 | i | -0.1% | -3% | 3%

The closing two entries of the part above lead into the next:
structure | KOR beta-arrestin-1 | KOR beta-arrestin-2 | SIAH1 antagonists | PhoP inhibition | NOD1 inhibition | Myeloid diff 2 GFP+ MAC1+ % | Myeloid diff 2 | HIV fusion peptide | LYP phosphatase | HEK293 NOD2/NF-kB
Cc1cccc(C(=O)/C=C2/c3ccccc3CC(C)(C)N2C)c1 | -5.4% | 19% | 0% | -1% | -40% | 3.4 | i | -1.9% | -11% | 6%
CCOC(=O)C(Cc1ccccc1)NC(=O)Cn1nnc(-c2ccccc2)n1 (stereo not drawn) | -0.5% | 31% | 3% | 11% | 69% | 0.6 | i | -0.1% | -3% | 3%
O=C(Nc1ccc(Cl)cc1)Nc1ccc(N2CCOCC2)cc1 | 2.4% | 1% | 4% | -1% | · | 0.2 | i | -1.7% | -2% | -3%
CC(=O)Nc1ccccc1C(=O)C(=O)Nc1cccc(C(=O)N2CC(C)CC(C)C2)c1 (stereo not drawn) | 0.0% | -11% | 6% | 5% | -25% | 0.4 | i | -1.5% | -1% | 20%
COc1ccc(-n2c(SCC(=O)Nc3ccccc3)nnc2-c2ccc(NS(=O)(=O)c3ccc(C)cc3)cc2)cc1 | 7.1% | 6% | -6% | -4% | -15% | 0.8 | i | -0.9% | -18% | -34%
CCOc1cc(C=O)cc(N=Nc2cccc([N+](=O)[O-])c2)c1O | -4.6% | -3% | 10% | -2% | 19% | 0.8 | i | -0.9% | -7% | 24%
COc1cccc2cc3c(=O)n(-c4ccccc4)nc-3oc12 | -4.4% | -1% | 2% | 4% | 6% | 2.9 | i | -1.5% | -10% | 11%
CCC(C(=O)OCn1nnc2ccccc2c1=O)c1ccccc1 (stereo not drawn) | -3.9% | 4% | 8% | 0% | -10% | 0.2 | i | -1.0% | -3% | 14%
CC(C)c1ccc(NC(=O)c2cccnc2)cc1 | -7.1% | -21% | -2% | -6% | -70% | 2.8 | i | 2.7% | -1% | -61%
O=c1ccnc(Nc2ccc(Cl)cc2)[nH]1 | 4.1% | 0% | 6% | -9% | -2% | 0.6 | i | 0.6% | 2% | 22%
Cc1ccc(/C=N/Nc2cccc(C(=O)O)c2)s1 | 1.2% | · | 6% | -18% | 4% | 0.1 | i | 58% | 0% | -139%
O=C(OCC(=O)N1CCOCC1)c1ccc2c(c1)OCCO2 | -4.1% | 3% | 2% | -7% | -19% | 0.4 | i | -2.1% | -4% | -12%
COC(=O)Cc1csc(N)n1 | 2.2%&-1.2% | -12%&-2% | 7%&-2% | -11%&-2% | -22%&-19% | 0.3&0.7 | i | 4.7%&-0.3% | -5%&-5% | -6%&-2%
COc1ccc(OC)c(C2=NOC(C(=O)N3CCCc4ccccc43)C2)c1 (stereo not drawn) | 5.3% | -75% | -5% | 4% | 13% | 2.0 | i | -1.3% | -4% | -2%
COc1ccc(N(CC(=O)N/N=C(\C)CCc2ccccc2)S(=O)(=O)c2ccc(C)cc2)cc1 | -0.3% | 16% | 2% | -6% | 7% | 1.0 | i | -1.4% | -1% | 10%
COc1ccc(CONS(=O)(=O)c2ccc(NC(C)=O)cc2)cc1Cl | 1.7% | -23% | 6% | 6% | 32% | 0.8 | i | 0.7% | -2% | 13%
CCC(=C(c1ccc(OC)cc1)c1ccc(OC)cc1)c1cn(CC(O)CN2CCN(C)CC2)c2ccccc12 (stereo not drawn) | -1.0% | -29% | 6% | 1% | -46% | 0.9 | i | -8.7% | -10% | 4%
COCC(C)n1c(SCC(=O)N2CCCCC2)nc2ccccc2c1=O (stereo not drawn) | 9.8% | -6% | -1% | -5% | -19% | 0.4 | i | -0.3% | -2% | 1%
O=C(O)C1CC=CCC1C(=O)Nc1ccc(S(=O)(=O)N2CCCc3ccccc32)cc1 (stereo not drawn) | 7.7% | 31% | 1% | -6% | -36% | 7.1 | i | 6.8% | 9% | -53%
S=c1[nH]nc(COc2cccc(Cl)c2)n1Cc1ccccc1 | -4.3% | -102%[20 µM] | 3% | 5% | 3% | 0.5 | i | 1.3% | -3% | 19%
O=C(O)CCC(NS(=O)(=O)c1ccc(-c2ccccc2)cc1)C(=O)O (stereo not drawn) | 7.1% | -26% | 2% | 11% | -4% | 0.4 | i | 7.8% | 8% | 3%
Cc1cc(C)c(C)c(S(=O)(=O)N2CCN(C(=O)CCC(=O)N3CCOCC3)CC2)c1C | -3.2% | 21% | -5% | · | 6% | 0.3 | i | -1.3% | -9% | -9%
COc1ccccc1N1CCN(CC(O)COc2ccc3c(c2)CCC3)CC1 (stereo not drawn) | -1.7% | 0% | -1% | -5% | -2% | 0.2 | i | 0.7% | 5% | 4%
CCOc1ccc(/C=N/NC(=O)Cn2ccnc2C)cc1 | 8.0% | -11% | 8% | -5% | 7% | 0.0 | i | 0.6% | -7% | 5%

Looked up one by one from the list above:
structure | KOR beta-arrestin-1 | KOR beta-arrestin-2 | SIAH1 antagonists | PhoP inhibition | NOD1 inhibition | Myeloid diff 2 GFP+ MAC1+ % | Myeloid diff 2 | HIV fusion peptide | LYP phosphatase | HEK293 NOD2/NF-kB
Cc1ccc2cc3c(NC(=O)CC(C)C)nn(C)c3nc2c1 | 3.6% | -15% | 2% | 25% | -26% | 1.0 | i | -3.7% | -6% | 6%
COc1ccc(-n2c(SCC(=O)Nc3ccccc3)nnc2-c2ccc(NS(=O)(=O)c3ccc(C)cc3)cc2)cc1 | 7.1% | 6% | -6% | -4% | -15% | 0.8 | i | -0.9% | -18% | -34%

Copied from the entries so far, 5 compounds:
structure | KOR beta-arrestin-1 | KOR beta-arrestin-2 | SIAH1 antagonists | PhoP inhibition | NOD1 inhibition | Myeloid diff 2 GFP+ MAC1+ % | Myeloid diff 2 | HIV fusion peptide | LYP phosphatase | HEK293 NOD2/NF-kB
S=c1[nH]nc(COc2cccc(Cl)c2)n1Cc1ccccc1 | -4.3% | -102%[20 µM] | 3% | 5% | 3% | 0.5 | i | 1.3% | -3% | 19%
O=C(O)CCC(NS(=O)(=O)c1ccc(-c2ccccc2)cc1)C(=O)O (stereo not drawn) | 7.1% | -26% | 2% | 11% | -4% | 0.4 | i | 7.8% | 8% | 3%
Cc1cc(C)c(C)c(S(=O)(=O)N2CCN(C(=O)CCC(=O)N3CCOCC3)CC2)c1C | -3.2% | 21% | -5% | · | 6% | 0.3 | i | -1.3% | -9% | -9%
COc1ccccc1N1CCN(CC(O)COc2ccc3c(c2)CCC3)CC1 (stereo not drawn) | -1.7% | 0% | -1% | -5% | -2% | 0.2 | i | 0.7% | 5% | 4%
CCOc1ccc(/C=N/NC(=O)Cn2ccnc2C)cc1 | 8.0% | -11% | 8% | -5% | 7% | 0.0 | i | 0.6% | -7% | 5%
